Anesthetic bind: binds horse apoferritin like a general anesthetic; 350,000 compounds, 0.074% hits; apoferritin/1-aminoanthracene competitive binding, fluorescence; Potency, µM (titrated, usually from 77.5 µM), for inactives: at the highest dose activity change, negative = displacement, actives largely listed as inhibitors; also: potency is read from the fitted curve at half-maximal effect; % is scaled to controls: 0 for no effect and ±100 for the full control effect; nearly all actives have a fitted effect of over 20% in size
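10 uM apoferritin + 50% sat. 1-AMA, PBS; cpd 10 min RT; Ex380/Em535 endpoint; normalized to free probe vs complex; 4-param Hill fit; propofol titration as pos. ctrl.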
TRHR ag: agonists of human TRH receptor; P34981; TRHR cells, calcium flux fluo-8, FDSS agonist mode; activation, % at 2 µM; 360,000 compounds, 0.18% hits; AID 493084; in the data active = activation above about 30%; also: 0% is about no effect
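Steps: seed TRHR cells overnight; add fluo-8 no-wash Ca dye, RT 30 min–1.5 h; record 10 s baseline; pin-transfer compounds; monitor fluorescence 1 cycle/s for the agonist window. Calcium increases flag candidate agonists.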
APEX1 inh: blocks human APE1 abasic DNA cleavage. P27695. recombinant APE1, TAMRA/BHQ-2 abasic DNA cleavage fluorescence. Potency, µM (highest dose often 65.8 µM), without a hit: top-dose activity change, negative = inhibition, most hits filed as inhibitors. 350,000 compounds, 0.35% hits. AID 2517;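 also: potency is read from the fitted curve at half-maximal effect; plate controls were vehicle for no effect and reference inhibitor for full effect; nearly all actives have a fitted effect of over 55% in size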
Target sequence (P27695 whole entry, looked up): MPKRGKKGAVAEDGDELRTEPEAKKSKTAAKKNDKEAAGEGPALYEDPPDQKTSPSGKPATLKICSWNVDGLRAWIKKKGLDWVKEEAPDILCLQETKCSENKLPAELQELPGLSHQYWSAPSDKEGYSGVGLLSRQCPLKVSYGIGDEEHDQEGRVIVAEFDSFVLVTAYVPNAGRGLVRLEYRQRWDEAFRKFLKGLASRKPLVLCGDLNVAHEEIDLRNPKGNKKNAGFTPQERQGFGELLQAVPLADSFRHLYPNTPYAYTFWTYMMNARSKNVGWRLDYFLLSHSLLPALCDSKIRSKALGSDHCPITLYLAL
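Endonuclease cleavage of a quenched abasic-site DNA duplex (50 nM) by APE1 (0.75 nM) was tracked by TAMRA dequenching. Compounds were preincubated with enzyme 15 min at room temperature; data normalized to buffer-only and DMSO wells plus NSC13755 control.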
ALOX12 inh: ALOX12 (human) lipoxygenase inhibition. purified 12hLO, xylenol orange hydroperoxide absorbance. Potency, µM (highest dose often 108 µM), for inactives: top-dose activity change, negative = inhibition, usual class: inhibitors. 580,000 compounds, 1.1% hits. P18054; also: potency is read from the fitted curve at half-maximal effect; % is scaled to controls: 0 for no effect and ±100 for the full control effect
Target sequence (P18054 whole entry, looked up): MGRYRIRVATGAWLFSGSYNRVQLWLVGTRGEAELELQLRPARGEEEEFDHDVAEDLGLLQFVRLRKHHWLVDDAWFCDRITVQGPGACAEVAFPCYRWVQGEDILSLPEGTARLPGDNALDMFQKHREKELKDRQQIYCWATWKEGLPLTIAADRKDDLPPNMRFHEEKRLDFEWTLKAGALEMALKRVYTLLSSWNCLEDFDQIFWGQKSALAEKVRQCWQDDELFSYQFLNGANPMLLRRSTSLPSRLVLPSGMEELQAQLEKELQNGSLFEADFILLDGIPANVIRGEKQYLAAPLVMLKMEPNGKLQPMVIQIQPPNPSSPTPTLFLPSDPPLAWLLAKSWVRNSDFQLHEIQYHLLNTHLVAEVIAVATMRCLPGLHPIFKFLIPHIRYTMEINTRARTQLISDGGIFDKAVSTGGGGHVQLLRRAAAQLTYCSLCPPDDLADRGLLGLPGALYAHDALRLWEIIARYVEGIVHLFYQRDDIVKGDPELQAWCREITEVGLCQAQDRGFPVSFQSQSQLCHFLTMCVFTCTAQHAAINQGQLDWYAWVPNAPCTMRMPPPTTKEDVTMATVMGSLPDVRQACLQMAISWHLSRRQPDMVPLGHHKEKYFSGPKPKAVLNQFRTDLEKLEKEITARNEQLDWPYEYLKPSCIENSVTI
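Hydroperoxide product was detected by ferrous iron/xylenol orange as the 573 to 405 nm absorbance ratio. Arachidonic acid at 40 uM (final) was turned over for 30 min at room temperature by 150 nM human 12hLO, pH 7.0 Hepes buffer, after 15 min compound preincubation.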
POLI inh: blocks human DNA polymerase iota activity; Q9UNA4; Pol iota fluorescent replication assay, 10 min; Potency, µM (top dose mostly 115 µM), for inactives: at the top dose activity, negative = inhibition, hits mostly inhibitors; 390,000 compounds, 1% hits; AID 588590; also: potency is read from the fitted curve at half-maximal effect
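Fluorescent replication assay read twice, at 0 min and 10 min after adding 50 nM (final) substrate. Enzyme (10 nM) and compounds were first incubated 15 min at room temperature; enzyme-free buffer wells were negative controls.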
Pol beta inh: blocks human DNA polymerase beta activity. Pol beta primer extension/strand displacement, fluorescence kinetic. Potency, µM (highest dose often 114 µM), without a hit: top-dose activity change, negative = inhibition, hits mostly inhibitors. 340,000 compounds, 1.3% hits. AID 485314; also: potency is read from the fitted curve at half-maximal effect; % is scaled to controls: 0 for no effect and ±100 for the full control effect
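Human Pol beta at 10 nM; strand-displacement substrate 50 nM final. Compound exposure 15 min at room temperature before start, reaction 10 min at room temperature.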
BLM inh: blocks DNA unwinding by human BLM helicase | AID 2528 | P54132 | recombinant BLM DNA unwinding, fluorescence dequenching | Potency, µM (doses to about 56.1 µM), inactives show at the highest dose activity change, negative = inhibition, usual class: inhibitors | 350,000 compounds, 0.2% hits;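 also: potency is read from the fitted curve at half-maximal effect; plate controls were vehicle for no effect and no enzyme for full effect; nearly all actives have a fitted effect of over 35% in size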
Pol kappa inh: DNA polymerase kappa (human) inhibition; AID 588579; purified Pol kappa, fluorescent DNA synthesis assay, 10 min; Q9UBT6; Potency, µM (highest dose often 107 µM), without a hit: at the highest dose activity, negative = inhibition, usual class: inhibitors; 400,000 compounds, 0.53% hits; also: potency is read from the fitted curve at half-maximal effect; % is scaled to controls: 0 for no effect and ±100 for the full control effect
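First, compounds were pin-transferred onto 10 nM Pol kappa. After 15 min at room temperature, substrate was added to 50 nM final. Fluorescence was then measured kinetically at 0 and 10 min.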
ERG-DNA inh: ERG Ets/DNA interaction inhibition | 370,000 compounds, 0.028% hits | fluorescence polarization, His-ERG Ets domain / labelled DNA | Potency, µM (doses to about 76.9 µM), for the others: top-dose FP activity, negative = inhibition, most hits filed as inhibitors; active = well fitted inhibition curve with a large enough effect in the polarisation, with a control signal flat; inconclusive = small, poorly fitted or top-dose-only effect, or effect the other way, or a change in a side signal; inactive = no such curve, though single readings can be large or run the other way; the % refers to the polarisation;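 also: polarization taken with two DNA probes labelled with fluorescein and Texas red; potency is read from the fitted curve at half-maximal effect; % of control where 0% means no effect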
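His-tagged ERG Ets domain (1 uM in the protein solution; 300mM KCl, 50mM Tris-HCl, 1mM EDTA, 1mM DTT, pH 7.5) received compound, then a probe mix of 5 nM fluorescein-DNA and 100nM Texas-615-DNA. Fluorescence polarization was read for both dyes.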
* = called active by the depositor; ? = inconclusive; nt = no result given; & = joins results of further samples; [ ] = another dose, or the depositor's remark. Unless noted, calls follow the shape of the dose curve; as a rule, active = well fitted curve in the direction sought with a large enough effect; inconclusive = small, poorly fitted or top-dose-only effect, or another doubt; inactive = no such curve, though single readings can be large; an effect the other way counts as inactive or inconclusive. This is a subset; count on the stated rates, not on these rows.

SMILES	Anesthetic bind	TRHR ag	APEX1 inh	ALOX12 inh	POLI inh	Pol beta inh	BLM inh	Pol kappa inh	ERG-DNA inh
CCN(CC)CCNC(=O)c1ccc2c(c1)NC(=O)c1ccccc1S2	-7%	1.6	-3%	8%	-11%	54%	-2%	2%	4%
NS(=O)(=O)c1ccc(NC(=O)CSc2nnc3n2CCCCC3)cc1	nt	nt	5%	0%	3%	nt	nt	-9%	-10%
O=C(COc1ccccc1)Nc1nc(-c2cccnc2)cs1	nt	0.5	5%	40%[activator]	-6%	nt	nt	-14%	6%
C#CCNC(=O)C1=C[C@H](C(C)(C)C)C[C@H](OCCCCO)O1	nt	nt	nt	19%	23%	nt	nt	1%	-10%
CCOc1ccc(-c2cc3c(=O)n(CC(=O)NCc4ccc(OC)cc4)ccn3n2)cc1	47%[activator]	0.1	nt	?	20%	-1%	-15%	-5%[60.1 µM]	3%
CCn1c(C)cc(C(=O)COC(=O)c2ccccc2[N+](=O)[O-])c1C	nt	nt	31%	nt	3%	nt	nt	-5%	-5%[15.4 µM]
CCOC(=O)c1cc2c(nc1NC(=S)Nc1ccccc1)CC(C)(C)OC2	-9%	-0.1	-1%	-2%	2%	20%	2%	0%	10%
CC(C)(CNC(=O)c1ccc(NS(=O)(=O)c2ccc(F)c(F)c2)cc1)N1CCOCC1	nt	-1.4	40%	14%	-1%	nt	nt	-4%	4%
O=C(C1CCCN(S(=O)(=O)c2cnc[nH]2)C1)N1CC(=O)N(CCc2ccccc2)C(=O)C1 (centres undefined)	-3%	0.2	-10%	nt	11%	29%	3%	18%	5%
CCOc1ccc(Nc2nc(Cl)nc(NCCO)n2)cc1	-9%	-0.6	2%	-20%	-12%	15%	-5%	-12%	1%
C=CCNc1nc2ccccc2nc1NS(=O)(=O)c1ccc(OC)cc1	-6%	1.0	37%	105%[activator]	15%	27%	-3%	4%	-14%
Cc1cc(C)c2c(=O)[nH]c(SCc3ccc([N+](=O)[O-])cc3)nc2n1	-10%	-0.3	-1%	-8%	?	0%	-8%	-42%	9%
COc1ccc(NC(=O)CC2C(=O)N(C)C(=S)N2CCc2ccccc2F)cc1 (centres undefined)	-15%	0.7	-5%	-26%	26%	-8%	-8%	-2%	8%
COc1ccccc1CN1CCNC(=O)C1CC(=O)NC1CCCCCC1 (centres undefined)	?	-0.2	49%[activator]	-9%	9%	13%	-4%	-13%	-3%
O=C(Nc1ccccc1)c1cc([N+](=O)[O-])ccc1NC1CCCCC1	-6%	0.5	-4%	-16%	114%[activator]	0%[57.1 µM]	-11%	-12%	-3%
NCCC(=O)N[C@H](Cc1cnc[nH]1)C(=O)O	4%	nt	-1%	nt	nt	nt	3%	-8%[60.1 µM]	nt
CCC(=O)N1CCc2cc(Br)cc(S(=O)(=O)CCC(=O)N3CCN(c4ccc(F)cc4)CC3)c21	-18%	-0.6	nt	-17%	16%	4%	1%	1%	2%
Clc1ccccc1Nc1nc2ccccc2o1	nt	-0.1	8%	0%	9%	nt	nt	-13%	7%
O=C(NCc1ccccn1)c1cc(-c2ccncc2)nc2ccccc12	nt	0.0	4%	7%&17%	32%[activator]	nt	nt	-2%	10%
Cc1onc(-c2ccccc2)c1C(=O)Nc1cccc(S(=O)(=O)N2CCCCC2)c1	nt	nt	43%	-7%	53%[activator]	nt	nt	-16%	0%
CCCCn1c(N)c(N(CCOC)C(=O)c2cc(C)oc2C)c(=O)[nH]c1=O	nt	0.0	15%	-18%	33%[activator]	nt	nt	-1%	-3%
CN1CCN(Cc2cc(=O)oc3ccc(Cl)cc23)CC1	-10%	0.0	?	7%	-3%	11%	-10%	-19%	4%
CNC(=S)N(Cc1ccc(OC)cc1)Cc1cc2cc(C)ccc2[nH]c1=O	-2%	-0.2	-6%	-1%	59%[activator]	6%	2%	-3%	0%
Cc1ccc2c(CC(=O)NCc3cccs3)coc2c1	2%	-0.4	6%	-10%	14%	14%	0%	-4%	-17%
O=C(O)c1ccc2c(c1)C(=O)N(c1cc(C(=O)O)ccc1Br)C2=O	0%	0.4	-1%	-18%	14%	-1%	-10%	0%	-5%
CC(C(=O)N1CCc2ccccc21)N1CCN(Cc2ccc(Cl)cc2)CC1 (centres undefined)	6%	0.5	11%	17%	31%[activator]	47%	1%	-4%	-5%
O=C(CCN1C(=O)/C(=C/C=C/c2ccccc2)SC1=S)Nc1nccs1	-7%	-0.4	-9%	?	?	4%	-3%	-8%	4%
Cc1ccc(-n2ncc3c(N4CCN(c5ccccc5)CC4)ncnc32)c(C)c1	-2%	-1.5	?	?	9%	36%	-9%	7%	4%
CC1CCCC(C)N1S(=O)(=O)c1ccc(NC(=O)CNC2CCCC2)cc1 (centres undefined)	-18%	1.1	-6%	-6%	39%[activator]	30%	-6%	5%	0%
O=[N+]([O-])c1ccc(-c2c(O)c3ccccc3c3nc4ccccc4nc23)cc1	-4%	1.0	9%	-2%	0%	-2%	-13%	7%[60.1 µM]	-2%

Two successive records already listed:
SMILES	Anesthetic bind	TRHR ag	APEX1 inh	ALOX12 inh	POLI inh	Pol beta inh	BLM inh	Pol kappa inh	ERG-DNA inh
CC1CCCC(C)N1S(=O)(=O)c1ccc(NC(=O)CNC2CCCC2)cc1 (centres undefined)	-18%	1.1	-6%	-6%	39%[activator]	30%	-6%	5%	0%
O=[N+]([O-])c1ccc(-c2c(O)c3ccccc3c3nc4ccccc4nc23)cc1	-4%	1.0	9%	-2%	0%	-2%	-13%	7%[60.1 µM]	-2%

Part of the list above, set out differently:
SMILES,Anesthetic bind,TRHR ag,APEX1 inh,ALOX12 inh,POLI inh,Pol beta inh,BLM inh,Pol kappa inh,ERG-DNA inh
NCCC(=O)N[C@H](Cc1cnc[nH]1)C(=O)O,4%,nt,-1%,nt,nt,nt,3%,-8%[60.1 µM],nt
CCC(=O)N1CCc2cc(Br)cc(S(=O)(=O)CCC(=O)N3CCN(c4ccc(F)cc4)CC3)c21,-18%,-0.6,nt,-17%,16%,4%,1%,1%,2%
Clc1ccccc1Nc1nc2ccccc2o1,nt,-0.1,8%,0%,9%,nt,nt,-13%,7%
O=C(NCc1ccccn1)c1cc(-c2ccncc2)nc2ccccc12,nt,0.0,4%,7%&17%,32%[activator],nt,nt,-2%,10%
Cc1onc(-c2ccccc2)c1C(=O)Nc1cccc(S(=O)(=O)N2CCCCC2)c1,nt,nt,43%,-7%,53%[activator],nt,nt,-16%,0%
CCCCn1c(N)c(N(CCOC)C(=O)c2cc(C)oc2C)c(=O)[nH]c1=O,nt,0.0,15%,-18%,33%[activator],nt,nt,-1%,-3%
CN1CCN(Cc2cc(=O)oc3ccc(Cl)cc23)CC1,-10%,0.0,?,7%,-3%,11%,-10%,-19%,4%

(more compounds)
SMILES	Anesthetic bind	TRHR ag	APEX1 inh	ALOX12 inh	POLI inh	Pol beta inh	BLM inh	Pol kappa inh	ERG-DNA inh
O=C(N/N=C/c1ccccn1)C(=O)N1CCCCCC1	-5%	0.2	0%	137%[activator]	60%[activator]	3%	-2%	-5%	11%
Cc1c(NC(=O)c2cn3ccccc3n2)cccc1-n1cnnn1	-4%	0.2	2%	?	33%[activator]	-10%	-1%	4%	10%
Cc1csc(SC(C)C(=O)Nc2ccc(Cl)cn2)n1 (centres undefined)	-12%	-0.4	-1%	-2%	?	3%	-2%	-2%	-15%
CCCNC(=O)CSc1nc(-c2cccs2)cc(C(F)(F)F)n1	-9%	-0.5	-2%	-18%	8%	31%	0%	-11%	-4%
COc1cn(CC(=O)Nc2ccc(C)cc2)c(CN2CCCCC2)cc1=O	0%	0.0	nt	-2%	3%	1%	2%	1%[60.1 µM]	-14%
COC(=O)CSc1nc(C)c2ccc(OC)cc2n1	4%	0.4	6%	0%	13%	6%	6%	2%	3%
CC(C)C(=O)Nc1cccc(C(=O)Nc2nccs2)c1	-15%	0.1	12%	0%	-14%[58.9 µM]	3%	-3%	-4%	-1%
O=C(/C=C/c1ccccc1)Nc1cccc(S(=O)(=O)Nc2ccccc2F)c1	-21%	-0.3	-3%	22µM*	-6%	-27%	-5%	-19%	-16%
Cc1ccc(Cn2cnc3nc4c(cc3c2=O)CCCC4)cc1	-2%	-0.4	nt	2%	9%	3%	0%	-11%[60.1 µM]	-2%
CC(=O)c1ccc(OC(=O)CCN2c3ccccc3Sc3ccccc32)cc1	1%	-0.2	-4%	-16%	-8%	7%	-14%	-7%	-7%
O=C(Nc1ccc(S(=O)(=O)N2CCOCC2)cc1)c1nn(-c2ccc(F)cc2)ccc1=O	-10%	-0.5	5%	-5%	43%[activator]	6%	0%	16%	-4%
Cc1nc(-c2ccc(F)cc2)c(CC(=O)N2CCN(S(=O)(=O)c3ccccc3Br)CC2)s1	-19%	0.1	5%	21%	2%	-21%	-4%	-8%	7%
COc1ccc(Nc2nnc(SC(C(=O)Nc3cc(C)ccc3C)c3ccccc3)s2)cc1 (centres undefined)	7%	0.3	1%	?	64%[activator]	-29%	2%	-16%	-9%
COc1ccccc1Nc1nc(NCCC(C)C)nc(N)c1[N+](=O)[O-]	0%	0.4	-3%	?	13%	6%	-3%	-12%	-7%
